Compound activity (PubChem BioAssay)
HP1b chromo inh – HTS for Inhibitors of HP1-beta Chromodomain Interactions with Methylated Histone Tails; Chromobox protein homolog 1 (Homo sapiens), P83916; AlphaScreen HP1-beta / biotin-H3K9me3 peptide binding; Potency, µM (highest dose often 114 µM), without a hit: top-dose activity change, negative = inhibition, usual class: inhibitors; actives 0.56% (n = 390,000); AID 540317, 2011; also: nearly all actives have a fitted effect of over 70% in size; inactives centre near 23
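AlphaScreen: HP1-beta (50 nM) preformed 30 min with biotin-H3(1-18)K9me3 peptide (50 nM) in PBS pH 7.4, 0.01% Tween-20. Compound added for 30 min at RT, then streptavidin donor/nickel chelate acceptor beads (10 ug/mL) for 30 min.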
G9a inh – qHTS Assay for Inhibitors of Histone Lysine Methyltransferase G9a; Histone-lysine N-methyltransferase EHMT2 (Homo sapiens), Q96KQ7; G9a H3K9 monomethylation, AlphaScreen, 2 h; Potency, µM (titrated, usually from 102 µM), inactives show top-dose activity, negative = inhibition, usual class: inhibitors; actives 8.8% (n = 350,000); also: % is scaled to controls: 0 for no effect and ±100 for the full control effect; nearly all actives have a fitted effect of over 75% in size
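Signal arises when biotinylated H3K9 peptide, once monomethylated, bridges streptavidin donor and antibody-captured acceptor beads. Enzyme at 20 nM was preincubated 15 min with test compounds; peptide 500 nM and SAM 20 uM then reacted for 2 h.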
Pin1 inh – qHTS Assay to Find Inhibitors of Pin1 | Pin1 FP peptide displacement, HiFluor488, 10 min | actives 0.009% (n = 390,000) | Peptidyl-prolyl cis-trans isomerase NIMA-interacting 1 (Homo sapiens), Q13526 | Potency, µM (doses to about 115 µM), without a hit: top-dose activity, negative = inhibition, hits mostly inhibitors; active = well fitted inhibition curve with a large enough effect in the polarisation, with a control signal flat, not every such curve was filed as active; inconclusive = small, poorly fitted or top-dose-only effect, or effect the other way, or a change in a side signal; inactive = no such curve, though single readings can be large or run the other way; the % refers to the polarisation; also: % is scaled to controls: 0 for no effect and ±100 for the full control effect
Target sequence (Q13526 whole entry, looked up): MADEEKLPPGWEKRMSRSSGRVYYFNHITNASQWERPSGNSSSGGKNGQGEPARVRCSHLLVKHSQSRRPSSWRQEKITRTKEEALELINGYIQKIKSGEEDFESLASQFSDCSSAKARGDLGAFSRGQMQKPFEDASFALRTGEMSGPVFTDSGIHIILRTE
PGK inhibitor – qHTS Assay to Find Inhibitors of Phosphoglycerate Kinase; PGK/GAPDH coupled, Kinase-Glo luminescence, 60 min; AID 602233, 2012; Phosphoglycerate kinase, glycosomal (Trypanosoma brucei brucei), P07378; Potency, µM (titrated, usually from 57.5 µM), inactives show at the highest dose activity change, negative = inhibition, most hits filed as inhibitors; actives 0.043% (n = 380,000); also: % is scaled to controls: 0 for no effect and ±100 for the full control effect; nearly all actives have a fitted effect of over 60% in size
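Luminescent ATP detection (Kinase-Glo Plus) follows a 60-minute room-temperature incubation, with wells lacking PGK as controls. Buffer: 100 mM TEA (pH 7.6), 5 mM MgCl2, 0.01% Tween-20. Coupling enzyme GAPDH (100 nM final) supplies unstable 1,3-BPG in-well.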
BLM inh – qHTS Assay for Inhibitors of Bloom's syndrome helicase (BLM). RecQ-like DNA helicase BLM (Homo sapiens), P54132. Potency, µM (titrated, usually from 56.1 µM), without a hit: top-dose activity change, negative = inhibition, usual class: inhibitors. recombinant BLM DNA unwinding, fluorescence dequenching. actives 0.2% (n = 350,000);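 also: plate controls were vehicle for no effect and no enzyme for full effect; nearly all actives have a fitted effect of over 35% in size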
GLS inh – qHTS for Inhibitors of Glutaminase (GLS); Glutaminase kidney isoform, mitochondrial (Homo sapiens), O94925; GLS enzymatic activity, qHTS titration; Potency, µM (titrated, usually from 45.5 µM), for the others: top-dose activity change, negative = inhibition, most hits filed as inhibitors; actives 0.21% (n = 410,000); also: % is scaled to controls: 0 for no effect and ±100 for the full control effect
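Coupled fluorescence readout: glutamate oxidase/HRP/Amplex Red detect glutamate formed by hKGA from L-glutamine (1 mM solution added). Buffer 45 mM KH2PO4 pH 8.2, 0.02% Tween-20; reads at t0 and 30 min RT.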
POLI inh – qHTS for Inhibitors of Polymerase Iota | Potency, µM (titrated, usually from 115 µM), for the others: at the highest dose activity, negative = inhibition, usual class: inhibitors | Pol iota fluorescent replication assay, 10 min | AID 588590, 2011 | actives 1% (n = 390,000) | DNA polymerase iota (Homo sapiens), Q9UNA4
Target sequence (Q9UNA4 whole entry, looked up): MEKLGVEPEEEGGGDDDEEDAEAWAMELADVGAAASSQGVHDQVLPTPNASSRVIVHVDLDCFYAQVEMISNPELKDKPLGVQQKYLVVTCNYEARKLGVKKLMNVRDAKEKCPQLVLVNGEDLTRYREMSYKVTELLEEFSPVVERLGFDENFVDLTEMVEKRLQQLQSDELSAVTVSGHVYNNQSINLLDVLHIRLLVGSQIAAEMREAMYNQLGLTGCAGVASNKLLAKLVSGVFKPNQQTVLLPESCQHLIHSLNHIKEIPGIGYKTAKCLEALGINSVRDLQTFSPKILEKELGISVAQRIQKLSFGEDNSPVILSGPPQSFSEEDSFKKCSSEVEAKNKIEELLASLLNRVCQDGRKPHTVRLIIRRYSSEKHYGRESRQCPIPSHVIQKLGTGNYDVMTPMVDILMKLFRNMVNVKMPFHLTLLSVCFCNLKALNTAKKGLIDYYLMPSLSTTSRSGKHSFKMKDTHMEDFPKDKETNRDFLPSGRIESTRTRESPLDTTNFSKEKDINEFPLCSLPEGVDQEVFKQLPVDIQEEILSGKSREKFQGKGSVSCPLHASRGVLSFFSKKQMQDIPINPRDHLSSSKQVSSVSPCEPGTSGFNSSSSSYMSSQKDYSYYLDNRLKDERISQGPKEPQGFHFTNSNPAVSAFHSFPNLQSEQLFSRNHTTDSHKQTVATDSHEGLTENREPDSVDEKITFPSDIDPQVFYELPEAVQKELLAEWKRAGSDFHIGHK
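Pol iota at 10 nM preincubated 15 min with compounds at room temperature; reaction started with fluorescent substrate, 50 nM final. Fluorescence read kinetically at 0 and 10 min; buffer-only wells as negative control.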
JMJD2A Tudor – qHTS Assay for Inhibitors of JMJD2A-Tudor Domain. Lysine-specific demethylase 4A (Homo sapiens), O75164. AlphaScreen JMJD2A-Tudor / H3K4me3 peptide binding. Potency, µM (top dose mostly 114 µM), without a hit: at the highest dose activity change, negative = inhibition, usual class: inhibitors. actives 4.4% (n = 390,000). AID 504339, 2011; also: % is scaled to controls: 0 for no effect and ±100 for the full control effect; nearly all actives have a fitted effect of over 50% in size
BAZ2B block – qHTS Assay for Inhibitors of BAZ2B; Bromodomain adjacent to zinc finger domain protein 2B (Homo sapiens), Q9UIF8; AID 504333, 2011; actives 4.4% (n = 360,000); Potency, µM (highest dose often 114 µM), for the others: at the top dose activity change, negative = inhibition, hits mostly inhibitors; AlphaScreen BAZ2B-H3K14Ac peptide displacement; also: % is scaled to controls: 0 for no effect and ±100 for the full control effect; nearly all actives have a fitted effect of over 60% in size
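Inhibition is scored as reduced AlphaScreen emission. The BAZ2B/b-H3(5-23)K14Ac complex (50 nM each) in PBS pH 7.4, 0.01% Tween-20 meets compound (up to 110 uM) for 30 min at RT before bead addition.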
* hit, by the source's call; i = inactive; ? = inconclusive; nt = no result given; & = joins results of further samples; [ ] = remark or other dose. Unless noted, calls follow the shape of the dose curve; as a rule, active = well fitted curve in the direction sought with a large enough effect; inconclusive = small, poorly fitted or top-dose-only effect, or another doubt; inactive = no such curve, though single readings can be large; an effect the other way counts as inactive or inconclusive. Potency is read from the fitted curve at half-maximal effect. A portion of the library; the hit share may differ from the screen's.

SMILES	HP1b chromo inh	G9a inh	Pin1 inh	PGK inhibitor	BLM inh	GLS inh	POLI inh	JMJD2A Tudor	BAZ2B block
COc1ccc(C(=O)NCC(=O)OCC(=O)c2cc(OC)c(OC)c(OC)c2)cc1OC	31%	50µM*	-2%	-2%	5%	-9%	-1%	8%	11%
COc1ccc(Oc2nc(-c3ccccn3)nc3ccccc23)cc1	6%	nt	-2%	-8%	3%	?	?	?	-16%
COc1ccc([C@@H]2CC=C(C(=O)O)[C@H](c3cccc(Cl)c3)N2S(=O)(=O)c2ccc(C)cc2)cc1OC	41%[activator]	-8%[2.33 µM]	-7%	-8%	nt	5%	4%	-12%	4%
COC(=O)c1ccccc1NCc1cc(=O)oc2cc(O)c(O)cc12	-1%	?	-11%	-3%	-6%	-3%	?	-21%	-23%
Cc1ccc(C)c(S(=O)(=O)Nc2ccccc2C(=O)Nc2ccc(S(=O)(=O)Nc3ncccn3)cc2)c1	42%[activator]	?	-7%	-3%	1%	11%	-2%	-16%	-9%
COc1ccc(C(=O)c2cn(CC(=O)Nc3ccc4c(c3)OCCO4)c3ccc(OC)cc3c2=O)cc1	10%	?	225%[activator]	4%	10µM*	-26%	14µM*	?	-38%
CN(C)C(=O)c1ccc(NC(=O)COC(=O)Cn2cc(C(F)(F)F)ccc2=O)cc1	28%	-39%[12.7 µM]	-7%	-1%	nt	1%	13%	-9%	10%
COc1ccccc1CNS(=O)(=O)CCNC1CCCCC1	50%[activator]	nt	-1%	-2%	nt	-3%	-13%	-14%	nt
COc1ccc(C)cc1NC(=O)C1CCCN(S(=O)(=O)c2cccs2)C1 (configuration not stated)	54%[activator]	10%	11%	1%	-7%	-5%	79%[activator]	-12%	2%
Cc1cc(C)cc(NS(=O)(=O)c2ccc3c(c2)OCC(C(=O)N2CCCC2)O3)c1 (configuration not stated)	31%	-2%[59 µM]	-3%	i	-2%	6%	21%	-12%	-13%
CC(C)(C)CC(=O)Nc1nnc(CCc2ccccc2)s1	36%	?	-2%	0%	-1%	5%	-17%	-3%	-2%
COC(=O)c1cnc(Oc2ccc(NC(=O)NC(=O)c3c(OC)cccc3OC)cc2)cc1C(F)(F)F	25%	nt	-3%	5%	-1%	-2%	152%[activator]	-2%	11%
COc1ccc(Cn2ccc3nc(C)c(C(=O)Nc4ccc(OC(F)(F)F)cc4)cc3c2=O)cc1	15%	16%[59 µM]	5%	14%	-1%	1%	3%	-20%	-12%
COc1ccccc1NC(=O)COc1ccc(/C=N/NC(=O)c2cccnc2)cc1	35%[activator]	48%	-5%	3%	-2%	1%	22%	-3%	-5%
COc1cc2oc(=O)c(Br)c(C)c2c(OC)c1OC	41%[activator]	12%	-3%	1%	1%	-1%	12%	-4%	-1%
Cc1ccc(C)c(OC(C)C(=O)Nc2nccs2)c1 (configuration not stated)	65%[activator]	nt	-9%	-1%	-3%	-8%	36%[activator]	1%	0%
O=C(O)CCn1c(-c2ccccc2)cc2ccccc21	13%	6%	-5%	-11%	5%	-1%	99%[activator]	-9%	?
O=C(N/C(=C\c1cccs1)C(=O)N1CCOCC1)c1ccco1	4%	-32%	2%	-13%	-1%	13%	-6%	-19%	-16%
Cc1ccc(CNC(=O)CCN2C(=O)C(C)Oc3ccc(C)cc32)cc1 (configuration not stated)	19%	10%[59 µM]	-4%	6%	2%	3%	?	-5%	11%
COc1cc(C)cc2c1OC(c1ccccc1)CC2=O (configuration not stated)	11%[57 µM]	nt	5%	i	nt	-14%	-6%	-4%	nt
CCOC(=O)c1ccc(NC(=O)CCN2C(=O)C3CC=CCC3C2=O)cc1 (configuration not stated)	33%	-5%[0.501 µM]	1%	i	nt	3%	69%[activator]	-6%	-10%
COc1ccc2[nH]c(=O)c(CN(C(=O)NC3CCCCC3)C3CCCCC3)cc2c1	11%	8%	0%	4%	-3%	7%	-8%	-17%	-21%
Cc1ccc(-n2c(/C=C/c3c(C)n(C)c4ccccc34)nc3ccccc3c2=O)cc1	31%	-2%[59 µM]	24%	-6%	1%	2%	16%	-2%	-2%
CC(=O)c1cnc(Nc2nc(C)c3cc(C)c(C)cc3n2)nc1C	61%[activator]	14%[59 µM]	5%	-8%	0%	-17%	-2%	-3%	-4%
O=C1CC(NS(=O)(=O)c2ccc([N+](=O)[O-])cc2)CN1c1ccc2c(c1)OCCO2 (configuration not stated)	9%	?	-2%	1%	nt	0%	17%	-7%	2%
CCOC(=O)C1(Cc2ccc(OC)cc2)CCN(C(=O)CCc2cnccn2)CC1	23%	-8%[59 µM]	-3%	-8%	-1%	2%	7%	3%	-2%
CCOC(=O)CNC(=O)CSc1ncnc2c1cnn2Cc1ccccc1	47%	-12%[59 µM]	-2%	-4%	0%	-7%	34%[activator]	-11%	26%
CCN(c1ccccc1)S(=O)(=O)c1ccc(Cl)c(NC(=O)COC(=O)c2ccc(O)cc2)c1	?	-13%	5%	0%	1%	9%	5%	-13%	7%
COC(=O)C[C@H]1c2cc(F)cc(F)c2S(=O)(=O)N1C1CCN(Cc2ccccc2)CC1	41%[activator]	nt	2%	-9%	nt	3%	11%&17%	-8%	nt
CC(C)Sc1cc(N2CCCC2)nc(-c2ccc(F)cc2)n1	138%[activator]	75%[activator][59 µM]	4%	-6%	0%	2%	-1%	79%[activator]	151%[activator]
Cc1ccc(C)c(NC(=O)C(Cc2ccccc2)n2cccc2)c1 (configuration not stated)	34%	10%[59 µM]	2%	-5%	-5%	6%	-12%	-6%	-14%
CCn1cc2nc(SCC(=O)Nc3ccc(OC)cc3OC)n(Cc3ccc(Cl)cc3)c(=O)c2n1	9%	-35%[59 µM]	?	i	-3%	-11%	1%	-21%	-16%
Cc1cc(C)cc(OCC(=O)NNC(=O)C2CCCO2)c1 (configuration not stated)	0%	0%	-6%	-6%	-2%	0%	115%[activator]	?	-5%
COc1ccccc1CNS(=O)(=O)c1ccc(C)cc1	19%	8%[59 µM]	-5%	2%	-3%	14%	7%	-3%	5%
CNC[C@H](NC[C@@H](NCCCc1ccccc1)c1ccccc1)[C@H](C)O	34%	-18%	2%	1%	3%	3%	9%	-23%	-33%
CCCCn1c(N)c(N(Cc2ccccc2OC)C(=O)c2ccc([N+](=O)[O-])s2)c(=O)[nH]c1=O	7%	8%[2.33 µM]	10%	8%	nt	0%	49%[activator]	-14%	-27%
Cc1nonc1C(=O)N/N=C/c1ccc(O)cc1O	38%	nt	-1%	?	-4%	?	58%[activator]	-8%[11.4 µM]	-4%
O=C(COC(=O)Cn1cnc2ccccc2c1=O)NCc1ccccc1	6%	-5%	0%	i	nt	-1%	4%	-9%	-6%
COc1ccc(CCNC(=O)c2ccccc2Cl)cc1OC	48%[activator]	nt	3%	i	-2%	-3%	6%	1%	-3%
COC(C[C@@H](O)[C@H](C)[C@H](O)COCc1ccccc1)OC	13%	29%[59 µM]	0%	-5%	-1%	1%	-3%	-10%	2%
CN(Cc1ccccc1)C(=O)C1CCN(S(=O)(=O)c2cccc3nonc23)CC1	-7%	-15%	-5%	-4%	0%	10µM*	?	-19%	-3%
Cc1ccoc1C(=O)NCCNc1ccc(Cl)cc1[N+](=O)[O-]	?	18µM*	2%	-5%	-4%	2%	4%	?	45µM*
O=C(Cn1c2c(c(-c3ccccc3Cl)cc1=O)CCC2)NCC1CCCO1 (configuration not stated)	8%	-2%	5%	2%	0%	6%	31%[activator]	4%	-2%
COc1ccc(CC(NC(C)=O)C(=O)NC2CCN(c3ncccc3[N+](=O)[O-])CC2)cc1 (configuration not stated)	19%	5%	-12%	i	0%	-1%	-8%	-22%	nt
COc1ccc(CNC(=O)C(OC(=O)c2ccco2)c2ccc(OC)cc2)cc1 (configuration not stated)	37%	3%[59 µM]	-3%	?	2%	-1%	3%	-6%	-5%
Fc1cccc(Cl)c1CNCc1cccnc1	22%	nt	-1%	i	2%	-4%	81%[activator]	-7%	-3%
COc1ccc(-c2onc(C)c2C)cc1S(=O)(=O)Nc1ccc(OC(F)(F)F)cc1	40%	-3%[59 µM]	-1%	i	-14%	-1%	6%	-18%	-4%
Cc1ccc(S(=O)(=O)NCC(=O)Nc2ccc3c(c2)OCCO3)cc1	-19%	28%[59 µM]	3%	-5%	-5%	1%	47%[activator]	-12%	5%
O=C(CSc1ncnc2c1cnn2-c1ccccc1)NC1CCCC1	19%	6%	-8%	5%	nt	5%	5%	-6%	-1%
COc1ccc(CNC(=O)C[C@H]2C[C@H](C(=O)N3CCCCC3)[C@@]3(CCc4ccccc4)c4[nH]c5cc(-c6ccco6)ccc5c4CCN3C2=O)cc1OC	-6%	nt	43%[activator]	9%	nt	8%	?	?	nt
